High-throughput results (PubChem BioAssay)
phage Ecoli inh – E. coli growth loss with phage present; growth absorbance; inhibition, % at 11.9 µM; actives 0.26% (n = 360,000); AID 651602; in the data active = inhibition above about 11%
E coli growth – bacterial growth inhibition, counter-screen for AddAB inhibitors | inhibition, % at 11.9 µM | E. coli V3065 growth, OD600 absorbance, 18 h | actives 0.27% (n = 330,000);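 active = inhibition above the campaign's mean inhibition across all tested compounds plus 3 SD, cut at about 9.9% in these data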;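 also: uninfected addAB+ strain grown without phage in ampicillin broth; 0% = DMSO wells and 100% = ciprofloxacin 0.95 µg/ml wells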
CAL PDZ FP-1 – inhibitors of human CAL PDZ peptide binding. AID 602252. inhibition, % at 24.9 µM. actives 0.92% (n = 300,000). purified CAL PDZ, TMR-peptide fluorescence polarization, 1 h;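 active = mean inhibition of at least 30% with at least half of replicates also reaching 30%; inconclusive = no clear call, values can overlap the other calls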;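 also: 0% = DMSO neutral control and 100% = excess unlabeled competitor peptide PRC23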
CAL PDZ FP-2 – human CAL PDZ-peptide interaction inhibition; purified CAL PDZ, TMR-peptide fluorescence polarization, 1 h; actives 0.02% (n = 330,000); inhibition, % at 20 µM; AID 504414; Q9HD26;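 active = highest replicate inhibition of at least 40%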;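 also: plate controls were DMSO neutral control wells for no effect and unlabeled competitor peptide control wells for full effect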
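Material: tagged CAL PDZ protein CerCALP, purified; buffer or medium: sodium phosphate/NaCl buffer pH 7.4 with TCEP, IgG, Thesit; also added: fluorescent TMR peptide probe; schedule: 1 h incubation at room temperature before polarization reading; technique: fluorescence polarization from S- and P-plane intensities, G-factor corrected; control set: unlabelled peptide and DMSO controls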
Tat export inh – blocks Tat-dependent protein export in E. coli; E. coli MC4100 TorA-mCherry Tat export, fluorescence; inhibition, % at 10 µM; actives 0.036% (n = 340,000); AID 488895;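 active = mean replicate inhibition at least 50% and at least half of replicates individually reaching 50%; inconclusive = only one of the two criteria met; inactive = neither criterion met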;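 also: exported cargo escapes ClpAP degradation while cytoplasmic cargo is degraded and loses fluorescence; 0% = median of neutral control wells and 100% = median of NaSCN control wells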
MITF TRPM1 HTS – increases MITF-driven TRPM1 promoter luciferase signal; actives 0.75% (n = 300,000); activation, % at 12.5 µM; SK-MEL-5 TRPM1-promoter luciferase, 24 h; % of positive control, neutral wells = 0;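 active = mean activation of at least 80% with every replicate also reaching 80%; inconclusive = mean reaches 80% but some replicate falls short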;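 also: 0% = neutral control wells and 100% = parthenolide positive control wells; values of inactives mirror those of a sister screen read the other way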
AddAB inh – less growth of phage-infected E. coli with AddAB. E. coli expressing H. pylori AddAB, absorbance growth. inhibition, % at 11.9 µM. actives 0.29% (n = 330,000). AID 435030; in the data active = inhibition above about 12%;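 also: 0% = vehicle wells of infected cells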
SR-BI DiI inh – inhibitors of mouse SR-BI mediated HDL lipid uptake; Q61009; ldlA[mSR-BI] CHO cells, DiI-HDL uptake fluorescence, 3 h; inhibition, % at 12.5 µM; actives 0.96% (n = 320,000); AID 488896;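 active = mean replicate inhibition of at least 70% and a set share of replicates each scoring 70 or more; inconclusive = meets just one of the two criteria; inactive = fails both criteria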;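 also: 0% = median of neutral control wells and 100% = median of positive control wells; values of inactives mirror those of a sister screen read the other way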
Target sequence (Q61009 whole entry, looked up): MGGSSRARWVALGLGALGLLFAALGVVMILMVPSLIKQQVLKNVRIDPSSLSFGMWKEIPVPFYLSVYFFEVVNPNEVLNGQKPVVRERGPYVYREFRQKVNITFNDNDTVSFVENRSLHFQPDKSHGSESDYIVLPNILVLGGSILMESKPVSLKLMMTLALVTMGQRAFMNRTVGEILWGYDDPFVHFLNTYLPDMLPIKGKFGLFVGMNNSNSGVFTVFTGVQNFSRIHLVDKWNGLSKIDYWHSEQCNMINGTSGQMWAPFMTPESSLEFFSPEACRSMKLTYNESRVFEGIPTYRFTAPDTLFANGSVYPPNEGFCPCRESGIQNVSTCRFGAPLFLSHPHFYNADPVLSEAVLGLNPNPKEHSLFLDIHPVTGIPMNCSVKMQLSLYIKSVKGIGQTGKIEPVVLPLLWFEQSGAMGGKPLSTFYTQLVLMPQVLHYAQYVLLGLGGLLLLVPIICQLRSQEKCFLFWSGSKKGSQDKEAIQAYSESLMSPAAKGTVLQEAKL
Wnt act – activates Wnt/beta-catenin signaling in a reporter cell assay; activator, plate reader; activation, % at 9.35 µM; actives 1.2% (n = 300,000); AID 743398; in the data active = activation above about 30%, passing the limit was not always enough; inconclusive = no clear call, values can overlap the other calls;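 also: 0% = neutral control wells and 100% = positive control wells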
SR-BI DiI-HDL act – enhances SR-BI lipid uptake from DiI-HDL. CHO ldlA[mSR-BI] cells, DiI-HDL uptake fluorescence, 3 h; 100 = double the neutral-control signal. actives 0.096% (n = 320,000). activation, % at 12.5 µM;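 active = mean replicate activation of at least 60% and every replicate at or above 60%; inconclusive = mean or all-replicate condition met, but not both; inactive = mean below 60% and not all replicates reaching 60%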;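 also: 0% = median plate neutral-control signal and 100% = twice that signal; values of inactives mirror those of a sister screen read the other way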
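Material: SR-BI-overexpressing, LDLR-lacking CHO cells; schedule: compound exposure 3 h, 37 °C; reagent: DiI-labelled HDL at 10 µg/mL final; technique: bottom-read fluorescence, 550/595 nm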
* marks the source's active call; other numbers are inactive results; ? = inconclusive; / = not tested or not shown. Hits appear at their usual frequency; about 3.6% have a hit in one of these screens.

SMILES	phage Ecoli inh	E coli growth	CAL PDZ FP-1	CAL PDZ FP-2	Tat export inh	MITF TRPM1 HTS	AddAB inh	SR-BI DiI inh	Wnt act	SR-BI DiI-HDL act
Cc1ccc2oc(=O)c(/C=C(\O)c3ccccc3)nc2c1	1.0	1.1	-2.7	-2.0	4.3	-0.7	1.5	/	25.9	/
CCC(C)(C)n1nnnc1C(c1ccccc1)N1CCN(C2CCCC2)CC1 (centres undefined)	2.2	-1.1	-6.4	/	15.6	5.5	3.1	25.0	/	-25.0
COC(=O)[C@@]1(Cc2ccc(F)cc2)[C@H]2c3cc(C(=O)N(C)C)n(CCSCCO)c3C[C@H]2CN1C(=O)c1ccccc1	1.2	-2.4	/	/	/	/	0.7	/	0.8	/
CC(NS(=O)(=O)c1ccccc1)C(=O)NCc1ccco1 (centres undefined)	-0.2	-0.6	2.1	0.1	-12.2	1.7	5.4	-11.0	3.9	11.0
O=C(Nc1cccc([N+](=O)[O-])c1)c1cnccn1	1.9	0.2	-0.8	-0.1	6.1	-1.6	2.8	-20.5	1.6	20.5
Cc1ccc(S(=O)(=O)N2CCCCC2)cc1NC(=O)CCCOc1ccccc1	2.4	/	-1.2	-0.8	17.1	1.1	/	32.9	-6.7	-32.9
Cc1oc(-c2ccccc2F)nc1CS(=O)(=O)CC(=O)N1CCN(c2ccccc2)CC1	2.2	-1.6	-10.2	0.1	-4.0	/	-2.8	42.4	-3.5	-42.4
CCOC(=O)C1=NNC(C(=O)OCC)C1c1ccccc1 (centres undefined)	1.0	/	-6.0	-0.5	8.9	4.9	/	-11.3	-0.7	11.3
CC(C)(C)c1ccc(C(=O)NC(=S)NCC2CCCO2)cc1 (centres undefined)	2.4	0.3	0.7	-0.3	-1.4	-0.8	0.9	24.2	3.7	-24.2
CCc1noc(C)c1C(=O)OCC(=O)Nc1ncc(Cl)cc1Cl	1.2	1.9	/	0.0	-4.4	-7.2	5.2	5.9	-0.5	-5.9
Cc1cc(NC(=O)c2cccc(S(=O)(=O)N3CCOCC3)c2)no1	1.8	0.5	-4.3	-0.1	-5.2	9.9	3.5	-16.4	-2.8	16.4
COc1ccc(N2CCSC2C(=O)NN)cc1 (centres undefined)	2.2	-0.8	-2.9	/	-7.5	-11.1	-2.4	1.2	/	-1.2
O=C(CCN1CCN(CC(=O)Nc2ccccc2Cl)CC1)Nc1ccccc1F	1.4	-0.5	-0.5	-0.2	3.8	-0.8	-0.6	-8.0	/	8.0
CC(C)Cn1c(=O)c2ccccc2n2c(CCC(=O)O)nnc12	-2.1	-0.2	-5.1	/	2.7	-13.9	-0.6	-37.9	1.7	37.9
Cc1ccc(CN2CC(C(=O)Nc3ccncc3)CC2=O)cc1 (centres undefined)	2.1	0.6	-2.0	-0.4	-0.3	7.5	0.6	-19.6	0.5	19.6
CCOC(=O)N1CCN(C(=O)C2CCN(S(=O)(=O)c3ccc(C)cc3)CC2)CC1	3.8	-1.1	-3.6	-1.7	-1.7	/	2.6	-5.2	/	5.2
Cc1ccc(-n2nc(CC#N)c(C#N)c2N)cc1Cl	1.1	0.9	-4.7	-1.2	0.4	3.1	1.8	-12.2	/	12.2
O=C1CCCN1CCCNC(=S)Nc1ccccc1Cl	-0.3	-2.6	-3.3	-1.3	-0.3	3.6	0.2	11.7	3.8	-11.7
O=C(O)C(Cc1c[nH]c2ccccc12)NS(=O)(=O)c1ccc(Cl)cc1 (centres undefined)	4.5	-1.4	-4.2	-3.5	9.1	-17.7	-2.5	-2.2	0.8	2.2
CC1CCCC(C)N1/N=C/C=C/c1ccccc1[N+](=O)[O-] (centres undefined)	3.2	3.6	-9.3	-1.3	9.8	6.5	2.3	-10.5	7.1	10.5
COc1ccc(NC2=C3CC(C)CC=C3N(c3ccc(OC)cc3)C2=O)cc1 (centres undefined)	4.6	-2.7	-3.0	-2.3	-3.9	14.5	-1.3	20.1	2.6	-20.1
CC1Cc2ccccc2N1CC(=O)Nc1ccc(Cl)c(S(=O)(=O)N(C)C)c1 (centres undefined)	0.0	1.3	-0.8	-2.1	-2.7	-0.8	-0.3	13.3	-0.7	-13.3
Cc1ccc(C)c(N2CC(C(=O)Nc3nccs3)CC2=O)c1 (centres undefined)	0.7	-3.0	-1.7	-2.2	0.7	-8.0	2.5	-9.8	1.0	9.8
COc1cc(OC)cc(-c2nc3cc(C)ccc3o2)c1	3.4	-0.8	/	-1.2	5.3	52.1	2.1	?	57.2*	-70.2
CC1CCC(NC(=O)CCNC(=O)c2ccc(Br)cc2)CC1 (centres undefined)	6.2	0.5	3.3	0.9	-16.7	81.6*	-0.3	-11.4	-4.6	11.4
O=C1c2ccc([N+](=O)[O-])cc2C(=O)N1c1ccc([N+](=O)[O-])cn1	2.0	-3.1	-3.6	0.6	-1.6	-10.1	2.3	-5.6	-0.4	5.6
C=CCNC(=S)NNC(=O)c1ccc2c(c1)OCO2	-1.8	0.8	-4.7	0.1	4.9	/	-0.2	-34.4	/	34.4
O=C(O)CC(NC(=O)c1cccc([N+](=O)[O-])c1)c1ccc2c(c1)OCO2 (centres undefined)	4.8	0.6	-2.0	0.1	1.6	13.0	-0.7	-7.0	-0.1	7.0
Cc1nc2c(sc3nc4c(cc32)COC(C)(C)C4)c(=O)n1Cc1ccccc1	2.2	-1.3	/	-0.8	-4.7	60.3	-0.5	34.2	/	-34.2
CC(NC(=O)COC(=O)CN1C(=O)C2CCCCC2C1=O)c1ccccc1 (centres undefined)	1.9	1.1	6.8	-0.5	-7.4	1.0	-0.2	-4.3	-3.2	4.3
CNc1ccc(/C=C/C(=O)c2ccc3c(c2)OCCO3)cc1[N+](=O)[O-]	2.1	2.4	0.7	-1.2	1.1	8.0	3.7	-5.5	3.8	5.5
COc1ccc(C2CC(C)(c3ccc(OC)cc3)Nc3ccccc3N2)cc1 (centres undefined)	1.9	-2.2	-3.5	-0.8	11.7	/	-0.9	17.2	48.8*	-17.3
CCCN(CCC)S(=O)(=O)c1ccc(NS(=O)(=O)c2ccc(F)cc2)cc1	2.9	-1.6	-1.4	-0.2	16.0	-8.4	-0.5	-13.6	-1.9	13.6
OC1CN=C2CCCc3c2n(c2ccc(Cl)cc32)C1 (centres undefined)	0.9	0.1	-5.7	-2.1	-2.1	7.3	2.2	-98.8	/	?
C=CCOc1ccc(CNc2ccc(NC(=O)CCC)cc2)cc1OCC	0.4	-2.2	-2.7	-1.4	-2.3	-9.2	0.4	5.7	/	-5.7
O=C(C=Cc1ccccc1)CC(c1ccccc1)N1CCOCC1 (centres undefined)	2.9	/	0.1	0.3	-5.2	-74.6	/	-6.7	9.7	6.7
COc1ccccc1CN1CCC(CNS(=O)(=O)c2cc(-c3cc(C)no3)ccc2C)CC1	0.3	-0.1	-4.6	-3.7	3.7	6.0	1.1	27.6	-1.5	-27.6
CC(Sc1nnc(Cc2ccccc2)o1)C(=O)NC1(C#N)CCCCC1 (centres undefined)	3.3	-1.6	-0.4	-0.8	-5.4	-2.7	-0.5	-1.0	-3.5	1.0
CCC(COC)NCc1cn(-c2ccc(F)cc2F)nc1-c1ccccc1C (centres undefined)	2.2	0.4	-0.4	-2.5	-9.5	-13.9	-1.7	/	-3.5	/
COc1ccc(-n2ncc3c(SCC(=O)NNC(C)=O)ncnc32)cc1	2.1	-0.7	-0.5	-0.7	-2.9	9.5	-2.2	-18.3	3.0	18.3
COc1ccc(-c2nc3ccccc3nc2-c2ccc(OC)cc2)cc1	0.9	0.9	1.4	-1.8	4.6	/	2.3	46.2	0.1	-46.2
CCOc1ccc(NC(=O)Cn2nc(C(N)=O)c3ccccc3c2=O)cc1S(=O)(=O)N1CCCC1	0.0	-1.6	/	-4.7	-1.6	-7.8	0.9	-2.1	-1.8	2.1
CCCCOc1ccccc1NC(=O)CSc1nnnn1C(C)(C)C	0.3	-1.3	-1.7	-1.6	2.7	3.2	0.0	37.0	/	-37.0
CN(Cc1ccccc1)c1nc2c(c(=O)[nH]c(=O)n2C)n1C	3.6	1.4	-6.1	-1.2	-1.0	25.8	-0.3	-26.6	/	26.6
COCCN1CCN(C(=O)c2cc(COc3ccc(Cl)cc3OC)on2)CC1	3.2	-1.7	-3.5	0.4	23.6	79.2	0.1	1.6	35.7*	-1.6
O=C(NC1CCCCC1)n1c(=O)oc2ccccc21	1.1	-1.9	/	0.9	-3.7	6.8	-0.3	-11.6	6.9	11.6
CCOC(=O)c1c(C)[nH]c(O)c1C=Nc1ccc(Cl)cc1	-0.5	0.3	-2.7	0.1	-0.9	-10.7	0.4	1.1	-4.7	-1.1
CC1=Nn2c(nc(-c3ccccc3)c2-c2ccccc2)NC(=O)C1Br (centres undefined)	0.0	-1.7	-4.6	/	-0.4	6.7	2.3	-10.6	-0.7	10.6
COc1ccc(C(CNC(=O)c2oc3ccc(Br)cc3c2C)N2CCCCC2)cc1 (centres undefined)	-1.2	1.8	-3.7	-5.8	-0.2	12.4	-0.1	13.6	-1.6	-13.6
COc1ccc(Cl)cc1N1C(=O)C2CCCN2C1c1ccccc1F (centres undefined)	2.3	-0.2	/	-1.7	-2.6	-16.8	2.9	-9.6	-1.7	9.6
N#C/C(=C\C=C\c1ccccc1)c1nc(-c2ccc3c(c2)OCO3)cs1	2.2	0.4	0.1	1.6	-0.4	-0.5	-0.5	-3.9	-5.7	3.9
Cc1cc(/C=C2/NC(=O)NC2=O)c(C)n1-c1ccc(C#N)cc1	2.1	-0.3	-0.7	0.8	-4.7	5.1	2.8	-12.4	-12.2	12.4
O=C(O)CSC1CC(=O)N(c2ccc(Cl)cc2)C1=O (centres undefined)	-0.5	-1.1	-3.7	/	2.9	/	2.8	-28.6	-1.4	28.6
Cn1c(-[n+]2c(-c3ccccc3)cc(-c3ccccc3)cc2-c2ccccc2)nc2c([N+](=O)[O-])cccc21	1.6	-0.9	0.8	-0.5	10.0	-7.5	0.5	11.9	0.3	-11.9
CCN(CC)C(=O)c1cc(S(=O)(=O)N2CCCCC2)c[nH]1	2.5	0.7	-4.1	-0.2	3.1	/	1.8	-2.0	-1.5	2.0
COc1ccc(S(=O)(=O)N2CCOCC2)cc1NC(=O)c1ccccc1-c1ccc(C(F)(F)F)cc1	0.2	-2.8	-0.9	0.6	2.8	4.2	-1.0	14.0	-6.0	-14.0

Reprinted at random: 2 compounds from above
SMILES	phage Ecoli inh	E coli growth	CAL PDZ FP-1	CAL PDZ FP-2	Tat export inh	MITF TRPM1 HTS	AddAB inh	SR-BI DiI inh	Wnt act	SR-BI DiI-HDL act
O=C(O)CSC1CC(=O)N(c2ccc(Cl)cc2)C1=O (centres undefined)	-0.5	-1.1	-3.7	/	2.9	/	2.8	-28.6	-1.4	28.6
Cc1cc(/C=C2/NC(=O)NC2=O)c(C)n1-c1ccc(C#N)cc1	2.1	-0.3	-0.7	0.8	-4.7	5.1	2.8	-12.4	-12.2	12.4
